# Screening data from PubChem BioAssay.
# NCI-60 one-dose screen, 48 h, at 10 µM unless noted. Numbers give growth in % (100 = growth as untreated, 0 = no growth, -100 = all killed).
# HL-60(TB): HL-60(TB) leukemia cells | actives 9% (n = 78,000); active means growth percent below 10
# Starred values were filed as active, the others as inactive; & = joins results of further samples.
SMILES	HL-60(TB)
CC(=O)c1sc(Nc2nc(O)c(C3=c4cc(Cl)ccc4=NC3=O)s2)nc1C	92
Cc1sc(N=Nc2ccc(N(C)C)cc2)[n+]([O-])c1C	93
Nc1nc(Nc2ccccc2O)nc(C(Cl)(Cl)Cl)n1	92
C=C(C)[C@@H]1CC[C@]2(C(=O)OC)CC[C@]3(C)[C@H](CC[C@@H]4[C@@]5(C)CC/C(=N\OC(C)=O)C(C)(C)[C@@H]5CC[C@]43C)[C@@H]12	103
CC(O)CN1CNC(=S)NC1 (configuration not stated)	90
Cc1ccc(C(O)C2=CC(=O)c3ccccc3C2=O)cc1 (configuration not stated)	92
COc1ccc(/C=C(\c2cc(OC)c(OC)c(OC)c2)c2nnc(-c3ccc(F)cc3)o2)cc1	89
COc1ccc2c(c1)C(=O)c1c-2c(=O)n(CCCCCCC(=O)NO)c2ccccc12	13
COc1cc(OC)c(NC(N)=O)cc1Cl	98
CNCc1c(C)c(C(C)(C)C)cc(C(C)(C)C)c1O	109
OCC(O)c1nc2ccc3[nH]ncc3c2c2c1CCCC2 (configuration not stated)	-17*
CC(=O)N(C(C)=O)c1ncc(-c2ccc(C(F)(F)F)cc2)c(NC2CCCCCC2)n1	67
CCOC(=O)/C(=C\c1ccc(Br)cc1)C(C)=O	102
Cc1cc2cc(C3C(C(N)=O)=C(N)Oc4n[nH]c(C)c43)c(Cl)nc2cc1C (configuration not stated)	96
CC(=O)Nc1ccccc1-c1ccccc1[N+](=O)[O-]	108
Cc1ccc2c(c1)sc1nncn12	100
CC(C)(C)C(=O)c1c2c(c3ccc4c5ccccc5ccc4n13)C(=O)c1ccccc1C2=O	94
Cc1ccc(C(=O)/C=C/c2ccc(Oc3ccc(Br)cc3)cc2)cc1	83
N#Cc1c(-c2ccccc2)cc(-c2ccccc2)n(CCCC(=O)NO)c1=O	10
O=C(CCn1c[n+](CC(=O)c2ccc(C(F)(F)F)cc2)c2ccccc21)Nc1cccc2cccnc12	73
OC(CCl)Cc1cccc(C(F)(F)F)c1 (configuration not stated)	97
CCOC(=O)c1ccc(NC(=S)P(=O)(c2ccccc2)c2ccccc2)cc1	80
COc1ccc(/C=C2\CC/C(=C\c3ccc(OC)cc3)C2=O)cc1	84&128
ClCCOCOc1ccc2ccccc2c1	129
COc1ccc(CN=Cc2cc(C(C)(C)C)cc(C(C)(C)C)c2O)cc1	20
COc1ccc2c(c1)C(N1CCCC1=O)CCN2Cc1cc2ccccc2[nH]c1=O (configuration not stated)	106
COc1nc(N)c(NS(=O)(=O)c2ccc(C(C)=O)cc2)c(=O)[nH]1	102
COc1ccc2[nH]c(=O)c(C(C)=O)c(O)c2c1	87
COc1ccc(NC(=O)C(=O)c2c[nH]c3ccc(F)cc23)cc1	79
N#CCCNC(=S)Nc1ccccc1	99
COc1ccc(C2=Nc3c(c(-c4ccccc4)nn3-c3ccccc3)C3(C(=O)Nc4ccc(Cl)cc43)C2C#N)cc1 (configuration not stated)	68
COc1ccc(CC2(c3ccccc3)NC(=O)NC2=O)cc1 (configuration not stated)	90
CC12CCC(CC1O)C2C(=O)O (configuration not stated)	82
CC(C)(C)c1ccc(S(=O)(=O)Oc2ccc(NC(=O)C3CCCCCC3)cc2)cc1	58
CCN1C(=S)N(CC)C2C1NN=C1SC(c3ccccc3)=CC(=O)N12 (configuration not stated)	87
NS(=O)(=O)c1ccc(NC(=S)NC(=O)c2ccco2)cc1	123
CC(=O)c1ccc(NC(=O)CCN2CCN(c3cc4c(cc3F)c(=O)c(C(=O)O)cn4C3CC3)CC2)cc1	99
O=C(O)CC1(C(=O)O)CC2C=CC1C2 (configuration not stated)	100
CCN(CC)CCN1C(=O)c2c(c(C)c3c(oc4cc(O)ccc43)c2C)C1=O	-51*
CCCn1c(=O)[nH]c2c(c1=O)C(c1ccc(Cl)cc1)c1c([nH]c(=O)n(CCC)c1=O)N2	103
COc1cccc(N2C(=O)CSC2=S)c1	97
O=C(Nc1ccc2[nH]c3ccccc3c2c1)c1ccccc1Cl	9.4*
C=CCOc1ccc2c(c1)CC[C@@H]1[C@@H]2CC[C@]2(C)C[C@@H](O)C[C@@H]12	79
CC1CCC(CC(=O)O)(C(=O)O)CC1 (configuration not stated)	95&123
C=CCn1c(SCC(=O)Nc2ccc(C(=O)/C=C/c3cc(OC)c(OC)c(OC)c3)cc2)nnc1-c1c[nH]c2ccccc12	-15*
Cc1cc(O)cc(O)c1	110
Cc1cc(OC(=O)c2ccc(Cl)cc2)nc2[nH]c(=O)sc12	96
CC/C=C\C/C=C/C=C1/C(=O)C=C[C@@H]1C/C=C\CCCC(=O)OC	9.0*
COc1ccc(-c2cc(/C=C3\C(=O)Nc4ccc(OC)cc43)[nH]n2)cc1	-0.4*
CCN1C(=O)N(CC)C2Nn3c(s/c(=C\c4ccco4)c3=O)=NC21 (configuration not stated)	98
N#Cc1c(Cl)nc(NS(=O)(=O)c2ccccc2)nc1-c1ccc(Cl)cc1	99
O=C(NCc1csnn1)c1ccccc1	77
Nc1ccc(C(=O)/C=C/c2cc3ccccc3nc2Cl)cc1	97
O=S(=O)(c1ccccc1)N1CCCCC1	112
ClCCN1CCCCC1	117
COc1cc(Cl)cc(-c2nn(-c3cccc(NC(=O)Nc4ccc(Cl)c(Cl)c4)c3)cc2-c2ccncc2)c1	-5.1*

# Next results.
SMILES	HL-60(TB)
CN(Cc1ccccc1)CC(Cl)c1ccccc1 (configuration not stated)	104
COc1cc(CNS(=O)(=O)c2ccc(C)cc2)ccc1OCc1cn(-c2ccc(Br)cc2)nn1	106
C=CCOc1nc(N)nc(OCC=C)n1	86
CCC(C)(C(=O)Nc1ccc2nc(C)cc(N)c2c1)C(=O)Nc1ccc2nc(C)cc(N)c2c1	100
COC(=O)C12CC(NC(=O)c3csc([C@@H](C[C@H](C(C)C)N(C)C(=O)[C@@H](NC(=O)[C@H]4CCCCN4C)C(C)C)OC(C)=O)n3)(C1)C2	-39*
CC(=O)OC1CCC2(C)C(CCC3C2CC(=O)C2(C)C3CC(Sc3ccc(N(CCCl)CCCl)cc3)C2C(C)=O)C1 (configuration not stated)	79
COC(=O)C1NN(c2ccc(S(N)(=O)=O)cc2)c2nc3nc(-c4cccs4)cc(-c4cccs4)c3c(=O)n21 (configuration not stated)	66
N#C[C@]1(Cl)CC2CCC1C2 (some centres not stated)	118
COc1ccc2nc(C#N)ccc2c1	104
O=S(=O)(O)c1ccc(O)c(S(=O)(=O)O)c1	101
COc1ccc(-c2nc3ncccn3c2-c2nnc(-c3cc(OC)c(OC)c(OC)c3)o2)cc1	92
CN1CC(c2ccc([N+](=O)[O-])cc2)C2(SC(=Nc3ccccc3)N(Nc3ccccc3)C2=O)C12C(=O)Nc1ccccc12 (configuration not stated)	37
O=C1C=Cc2nc3ccccc3c(=O)n21	113
CN(C)CCC(=O)c1ccc(-c2ccccc2)cc1	117
Clc1ccc(-n2ncc3c(Nc4ccccc4)ncnc32)cc1	97
CCCCCc1ccccn1	89

# Continued:
Molecule	HL-60(TB)
CNC1=C([N+](=O)[O-])C(c2cccc(Br)c2)C(C#N)=C(c2cccs2)O1 (configuration not stated)	95
CCCCn1c(=O)c(-c2cc(-c3ccc(Cl)cc3)nc(-c3ccc(Cl)cc3)c2)cc2ccccc21	100
CCCCOc1ncnc2c1CC(C)c1ccccc1N2C (configuration not stated)	101
C/C=C(\C)C(C(=O)NC1CCCCC1)N(C(=O)C1CCc2cc(F)ccc2O1)c1cc(Cl)cc(Cl)c1 (configuration not stated)	100
Nc1nc2c(N=Nc3ccc(Cl)cc3)c(N)nn2c(-c2ccc(Cl)cc2)c1-c1nc2ccccc2s1	114
O=C(CCN1CCCC1)Nc1ccc2c(NCCCCc3ccccc3)c3ccccc3nc2c1	-62*
N#Cc1c(CCCO)c(C#N)c2nc3ccccc3n2c1N	97
COc1ccc(C2CC(c3ccccc3)=NN2c2nc(-c3ccccc3)c(C#N)c(=O)n2C)cc1 (configuration not stated)	102
Fc1ccccc1N=Cc1ccc(C=Nc2ccccc2F)cc1	80
CNC(=O)O/N=C(/C)c1ccc(Cl)cc1	92
Cc1cc(C2=NN(C(=O)c3ccccc3)C(c3ccc[nH]3)C2)ccc1-n1ccc(C(F)(F)F)n1 (configuration not stated)	98
COc1cc(O)cc(OC)c1CC(C)=O	91
COc1cc(/C=N/Nc2ncnc3c2c(C)nn3-c2ccc(Cl)cc2)ccc1O	78
CCCCCCCCCCCCNC(C(=O)c1ccccc1)c1ccccc1 (configuration not stated)	104
O=C(O)C1c2ccccc2Cc2ccccc21	94
NNc1ccc(S(=O)(=O)c2ccc(NN)cc2)cc1	91
COc1ccc(-c2c3c(=O)n(C)c(=O)n(C)c3cn2-c2ccc(F)cc2)cc1	100
CC1CCC2(C(=O)O)CCC3(C)C(=CCC4C5(C)CC(O)C(O)C(C)(CO)C5C(O)CC43C)C2C1C (configuration not stated)	118
CN1CCCCC1	101
OCc1cnccc1NC12CC3CC(CC(C3)C1)C2	85
Cc1nc(-c2ccccc2O)n(-c2ccccn2)n1	120
CC(CC(C#CC(CC(C)CC(C)(C)C)N(C)C)N(C)C)CC(C)(C)C (configuration not stated)	109
CCOC(=O)c1nn(C2CCCCO2)c2ccc(NC(=O)CN3CCCCC3)cc12 (configuration not stated)	99
Cc1occc1-c1nnc(SCC(=O)NN2C(=O)NC3(CCCCC3)C2=O)n1C	109
CC(=O)/C(C)=C\c1ccccc1	97
COc1ccc2[nH]cc(-c3nonc3-c3c[nH]c4ccc(F)cc34)c2c1	88
O=C(O)c1cccc(C(=O)O)c1	112
Oc1ccc(-c2cc(-c3cn(-c4ccccc4)nc3-c3ccc(O)cc3)[nH]n2)cc1	100
COc1ccc(CCN)cc1	91
CCOC(=O)c1cc(I)c(N)c(I)c1	85
CCCCNc1nnc2n(Cc3ccccc3)c(=O)c3c4c(sc3n12)CCCC4	91
CN1C(=O)N(C)C2C1NN=c1s/c(=C\c3ccccn3)c(=O)n12 (configuration not stated)	101
COc1ccc(C2=Nc3c(N)nc(N)nc3NC(c3cccc(Nc4ccnc5cc(C(F)(F)F)ccc45)c3)C2)cc1 (configuration not stated)	82
CCCCC(O)(CCCC)C(CC)CC	89
CC(=O)c1cnn(-c2cc(=O)[nH]c3ccc(Cl)cc23)c1C	94
Nc1cc(C(=O)NC[C@H]2CN(c3ccc(N4CCC(C(=O)O)CC4)cc3)C(=O)O2)ccc1Cl	98
CCc1c(C)c2cc3nc(NCc4ccccc4)oc3c(C)c2oc1=O	81
COc1cc(/C=N/NC(=O)c2ccccc2Nc2cccc(C(F)(F)F)c2)ccc1O	27
O=C(NO)c1cccnc1	110
Fc1ccc(-c2cnc3nonc3n2)cc1F	67
CSc1nc(N)n2nc(C)cc2n1	111
COc1ccc(/C=C/C(=O)c2c(C)nc3ccccc3c2/C=C/c2ccc(C)cc2)cc1	63
CC(=O)Oc1c(C2=NN(C(C)=O)C(c3ccccc3)O2)ccc2ccccc12 (configuration not stated)	94
Cc1cc(C)c(C#N)c(OCc2cccc(Cn3c(C)cc(C)c(C#N)c3=O)n2)n1	102
CN(Cc1cnc2nc(N)nc(N)c2n1)c1c(Cl)cc(C(=O)NC(CCC(=O)O)C(=O)O)cc1Cl (configuration not stated)	19
O=C1CN(C2CCCCC2)c2ccc(O)cc2N1	101
N#CC(N)c1ccccc1 (configuration not stated)	102
Cc1ccc(/C=C2\C(=O)N(C)c3ccc(-c4ccc(C(C)(C)C)cc4)cc32)s1	105
CC[C@]12C=CCN3CC[C@@]4(c5cc(Nc6cc(O)c7c(=O)cc(-c8ccccc8)oc7c6)c(OC)cc5N(C)[C@H]4[C@@](O)(C(=O)OC)[C@@H]1OC(C)=O)[C@@H]32	87
O=c1[nH]c2ccccc2cc1/C=N/O	96
C/C(=C\CCc1ccoc1)CC/C=C(\C)CCCc1ccoc1	101
O=C(Nc1nccs1)C(=S)N1CCOCC1	99
C=C(C)[C@@H]1CC[C@]2(C(=O)NC3CCCCC3)CC[C@]3(C)[C@H](CC[C@@H]4[C@@]5(C)C/C(=C/c6cccnc6)C(=O)C(C)(C)[C@@H]5CC[C@]43C)[C@@H]12	44
CCOC(=O)c1csc(CCNC(=O)c2ccccc2)n1	104
FC(F)(F)c1nc2ccccc2n1Cc1nnc(SCc2cn(-c3cccc(Cl)c3)nn2)o1	82
CCOc1c(C#N)c(Nc2ccc(S(N)(=O)=O)cc2)c(C#N)c2nnc(C)n12	114
O=C1c2ccccc2C(=O)N1Cc1ccccc1	110
COc1cc2c(cc1OC)C(=O)/C(=C/c1cc(-c3cc(OC)c(OC)c(OC)c3)n[nH]1)C2	90

# Gathered by group: those above containing fluorine (15)
Molecule	HL-60(TB)
COc1ccc(/C=C(\c2cc(OC)c(OC)c(OC)c2)c2nnc(-c3ccc(F)cc3)o2)cc1	89
CC(=O)N(C(C)=O)c1ncc(-c2ccc(C(F)(F)F)cc2)c(NC2CCCCCC2)n1	67
O=C(CCn1c[n+](CC(=O)c2ccc(C(F)(F)F)cc2)c2ccccc21)Nc1cccc2cccnc12	73
OC(CCl)Cc1cccc(C(F)(F)F)c1 (configuration not stated)	97
COc1ccc(NC(=O)C(=O)c2c[nH]c3ccc(F)cc23)cc1	79
CC(=O)c1ccc(NC(=O)CCN2CCN(c3cc4c(cc3F)c(=O)c(C(=O)O)cn4C3CC3)CC2)cc1	99
C/C=C(\C)C(C(=O)NC1CCCCC1)N(C(=O)C1CCc2cc(F)ccc2O1)c1cc(Cl)cc(Cl)c1 (configuration not stated)	100
Fc1ccccc1N=Cc1ccc(C=Nc2ccccc2F)cc1	80
Cc1cc(C2=NN(C(=O)c3ccccc3)C(c3ccc[nH]3)C2)ccc1-n1ccc(C(F)(F)F)n1 (configuration not stated)	98
COc1ccc(-c2c3c(=O)n(C)c(=O)n(C)c3cn2-c2ccc(F)cc2)cc1	100
COc1ccc2[nH]cc(-c3nonc3-c3c[nH]c4ccc(F)cc34)c2c1	88
COc1ccc(C2=Nc3c(N)nc(N)nc3NC(c3cccc(Nc4ccnc5cc(C(F)(F)F)ccc45)c3)C2)cc1 (configuration not stated)	82
COc1cc(/C=N/NC(=O)c2ccccc2Nc2cccc(C(F)(F)F)c2)ccc1O	27
Fc1ccc(-c2cnc3nonc3n2)cc1F	67
FC(F)(F)c1nc2ccccc2n1Cc1nnc(SCc2cn(-c3cccc(Cl)c3)nn2)o1	82

# The list is partial, so the mix of outcomes need not match the whole.
